QS inhibitor – blocks AIP-induced quorum sensing reporter in S. aureus. S. aureus RN6390 RNAIII-GFP reporter, flow cytometry 3 h. inhibition, % at 2 µM. hit rate 0.3% among 24,000;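 active = share of bacteria positive for the green fluorescent reporter and its mean brightness both inhibited by 50% or more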;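 note: 0% = AIP-stimulated control and 100% = unstimulated bacteria without AIP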
QS inhibitor GFP MFI % – recorded beside QS inhibitor, whose call it bears; inhibition, %; measured here: inhibition of GFP MFI
Starred values were filed as active, the others as inactive.

SMILES	QS inhibitor	QS inhibitor GFP MFI %
CN1C(=O)CSc2ccc(NC(=O)N3CCC(N4CCCCC4)CC3)cc21	-8	-28
CCc1nc(SCC(=O)NCc2ccco2)c2c3c(sc2n1)CCCC3	2	-5
O=C(COc1ccc(S(=O)(=O)NC2CCCCC2)cc1Cl)NCC1CCCO1 (stereo unspecified)	-4	-16
Cc1cc(/C=N/n2cnnc2)c(C)n1-c1ccc(Cl)cc1Cl	0	0
O=c1ccnc(S/C=C/c2ccccc2)[nH]1	2	12
Cc1c(C(=O)O)sc2nc3n(c(=O)c12)CCC(C)CC3 (stereo unspecified)	-1	-6
CC1=C(C(=O)Nc2ccccc2)C(c2ccccn2)n2nc(CCCO)nc2N1 (stereo unspecified)	-1	-1
CC(C)Cc1nc(N2CCN(C(=O)c3ccco3)CC2)c(C#N)c2c1CCC2	4	8
O=C(NCC1CCCO1)c1cc(-c2ccncc2)nc2ccc(S(=O)(=O)N3CCOCC3)cc12 (stereo unspecified)	-3	-1
Cc1[nH]c2ccc(-c3nnc(SCC(=O)NCc4ccco4)n3Cc3ccccc3)cc2c1C	3	14
Cn1cccc1Cc1nnc(SCC(=O)NCc2ccccc2)n1-c1ccc(F)cc1	3	10
O=C(c1ccco1)N1CCN(c2cccc(Cl)c2)CC1	0	2
CCOc1ccccc1C1C(C(N)=O)=C(C)Nc2nc(CCCO)nn21 (stereo unspecified)	-2	-3
COc1ccc(N2C(=O)C3C4C=CC(C4)C3C2=O)c(OC)c1 (stereo unspecified)	-2	-4
CC1(C)OC(=O)C(=CNc2ccccc2)C(=O)O1	-3	-1
CCOc1ccccc1C(=O)NCc1ccc2c(c1)OCO2	-1	-1
CC(NC(=O)COc1cccc(Br)c1)C(=O)O (stereo unspecified)	-2	-14
COc1ccccc1N1CCN(CC(=O)Nc2cccc(F)c2)CC1	2	12
COc1ccccc1NC(=O)C1=C(C)NC(SCC(=O)c2ccc(C)cc2)=C(C#N)C1c1ccco1 (stereo unspecified)	1	-3
CCC(=O)Nc1ccc(NC(=O)c2ccccn2)cn1	0	-6

Full records, looked up by structure.
Cc1cc(/C=N/n2cnnc2)c(C)n1-c1ccc(Cl)cc1Cl as listed: QS inhibitor: 0; QS inhibitor GFP MFI %: 0
Cc1[nH]c2ccc(-c3nnc(SCC(=O)NCc4ccco4)n3Cc3ccccc3)cc2c1C as listed: QS inhibitor: 3; QS inhibitor GFP MFI %: 14
CCOc1ccccc1C(=O)NCc1ccc2c(c1)OCO2 as listed: QS inhibitor: -1; QS inhibitor GFP MFI %: -1

Later entries
SMILES	QS inhibitor	QS inhibitor GFP MFI %
CCC(C)NC(=O)C1CCC(=O)N1Cc1ccc(C)cc1 (stereo unspecified)	-1	-3
Cc1ccc(Oc2ccc(-c3nc(N)nc(N)n3)cc2)cc1	-2	-4
CCOC(=O)c1c(C)c(C(=O)NCc2cccnc2)c(C)n1CC	0	-18
CCOC(=O)c1ccccc1NC(=O)CSc1nnc(Cc2cccn2C)n1-c1ccc(F)cc1	-3	7
O=C(CC1Oc2ccccc2NC1=O)NCCCN1CCOCC1 (stereo unspecified)	1	6
Cc1ccc(-c2nnc(-c3ccc(Br)cc3)o2)o1	-1	5
CCSc1nnc2c(n1)OC1(CCCC1)Nc1ccccc1-2	-4	2
Cc1noc(C)c1S(=O)(=O)NCCc1ccc(S(N)(=O)=O)cc1	-4	7
CCN(C(=O)c1cnc(N2CCN(c3ncccn3)CC2)c2ccccc12)c1cccc(Cl)c1	-2	-4
Cc1nc2sc(C(c3ccc(Br)cc3)N3CC(C)OC(C)C3)c(O)n2n1 (stereo unspecified)	0	3
CC(=O)NCC(=O)NC1(C(=O)NC2CCCC2)CCCCC1	-2	-64
O=C(CSc1nnc(Cn2nnc(-c3ccccc3)n2)n1-c1ccccc1)Nc1ccc(F)cc1	3	16
COc1ccc(-n2c(Cc3cccn3C)nnc2SCC(=O)Nc2ccccc2)cc1	-4	-44
CC(C)OCCCNC(=O)C1CCN(S(=O)(=O)N2CCCCC2)CC1	0	14
CCc1cccc(NC(=O)CN(C)S(=O)(=O)c2cccc3nsnc23)c1	-2	-2
CCOC(=O)c1cnc2c(C#N)c(C)nn2c1C	1	10
CCCCC(=O)NCCc1cc2ccc(OC)cc2[nH]c1=O	0	-20
Nc1nnnn1/N=C/c1ccccc1C(F)(F)F	3	15
CCOC(=O)N1CCN(C(=O)C2CCCN(S(C)(=O)=O)C2)CC1 (stereo unspecified)	4	16
CN1C(=O)C(O)(CC(=O)c2ccc(F)cc2)c2cc(Br)ccc21 (stereo unspecified)	-1	3
Nc1ccc2nc(-c3ccc(Cl)cc3)[nH]c2c1	18	53
CCOC(=O)N1CCN(C(=O)Cc2ccc(-n3c(=S)[nH]c4ccccc4c3=O)cc2)CC1	5	11
COc1ccc(CNC(=O)c2ccc(NC(=O)C3CCCO3)cc2)cc1 (stereo unspecified)	0	3
COC(=O)c1ccccc1NC(=O)c1cc(C2CC2)on1	6	23
CCOc1ccc2nc(NC(=O)C(CCSC)NS(=O)(=O)c3cccs3)sc2c1 (stereo unspecified)	45	44
O=C(CCn1c(=O)oc2ccccc21)Nc1nccs1	0	-8
NCC(O)COc1ccc2c(c1)OCO2 (stereo unspecified)	-1	4
CC(=O)NCCn1c(SCC(=O)c2ccccc2)nc2ccccc2c1=O	3	3
O=C(CCS(=O)(=O)c1ccc(Br)cc1)NCc1cccs1	4	23
O=C(NC1CCCCC1)C(c1cc2c(cc1[N+](=O)[O-])OCO2)N1CCCCC1 (stereo unspecified)	0	1
Cn1c(=O)c2[nH]cnc2n(C)c1=O	-1	1
COc1ccccc1NC(=O)CN1CCN(CC(=O)Nc2ccc3c(c2)OCO3)CC1	3	6
O=C(CCn1c(=O)oc2ccccc21)NCc1ccco1	-2	-2
CN(CC(=O)NC1CCCCC1)S(=O)(=O)c1cccc2cccnc12	-5	-19
CN1C(=O)c2ccccc2Sc2ccc(NC(=O)NC3CC3)cc21	-1	1
CCCNC(=O)C1CN(S(=O)(=O)c2ccccc2)CCN1S(=O)(=O)c1ccccc1 (stereo unspecified)	0	6
CCc1ccc(-c2nc(CSCC(=O)NCCCN3CCCC3=O)c(C)o2)cc1	4	13
CS(=O)(=O)c1ncc(Cl)c(C(=O)Nc2ccc(N3CCOCC3)cc2)n1	-5	-21
Cc1cccc(Cn2c(SCCN3CCCCC3)nc3c2c(=O)[nH]c(=O)n3C)c1	1	-12
CCOc1ccc(Br)cc1CC(=O)O	-1	-4

Look-ups from above.
Result for `Nc1ccc2nc(-c3ccc(Cl)cc3)[nH]c2c1` under QS inhibitor GFP MFI %: 53
Result for `COc1ccc(CNC(=O)c2ccc(NC(=O)C3CCCO3)cc2)cc1` (stereo unspecified) under QS inhibitor: 0
Result for `CCCNC(=O)C1CN(S(=O)(=O)c2ccccc2)CCN1S(=O)(=O)c1ccccc1` (stereo unspecified) under QS inhibitor GFP MFI %: 6
Result for `CCOC(=O)N1CCN(C(=O)Cc2ccc(-n3c(=S)[nH]c4ccccc4c3=O)cc2)CC1` under QS inhibitor GFP MFI %: 11

Additional structures
SMILES	QS inhibitor	QS inhibitor GFP MFI %
N#CCSc1nc2c(sc(=S)n2Cc2ccco2)c(=O)n1-c1ccc(F)cc1	-3	-15
COc1ccc(S(=O)(=O)Nc2cc(C(=O)NC3CCCCCC3)ccc2N2CCOCC2)cc1	-1	-1
CC1=C(C(=O)OC(C)C)C(c2cccnc2)n2ncnc2N1 (stereo unspecified)	-1	-1
O=C(Oc1ccc(OC(=O)c2ccncc2)cc1)c1ccncc1	2	13
Cc1ccc(-c2c3c(=O)n(C)c(=O)n(C)c3c3c(C)cc(C)nn23)cc1	0	-10
COc1ccccc1OCCCn1c(=O)oc2ccccc21	1	-2
COc1ccccc1N1CCN(C(=O)c2c(-c3c(Cl)cccc3Cl)noc2C)CC1	2	19
COc1ccc2[nH]c3c(=O)n(CCCCC(=O)NCCN4CCCC4)c(=S)[nH]c3c2c1	-6	-21
Cc1onc(-c2ccccc2)c1C(=O)NCc1cccnc1	0	-4
CC1=C(C(=O)N2CCOCC2)C(c2ccsc2)C2=C(CCCC2=O)N1 (stereo unspecified)	0	-36
COc1ccccc1Nc1cc(C(=O)NCCCN2CCOCC2)c2ccccc2n1	-10	-48
CCC(C)NC(=O)C(Cc1ccccc1)NS(=O)(=O)c1cccc2nsnc12 (stereo unspecified)	0	13
Cc1cc(C(=O)COC(=O)C2COc3ccccc3O2)c(C)n1CC1CCCO1 (stereo unspecified)	1	18
O=C(O)C1CCC(=O)N1Cc1ccccc1Cl (stereo unspecified)	-1	-16
CC1(C)OC(=O)N(c2cccnc2)C1(C)O (stereo unspecified)	-4	-10
CS(=O)(=O)N1CCCC(C(=O)N2CCc3ccccc3C2)C1 (stereo unspecified)	5	25
CCCCCCn1c(CN2CCN(Cc3ccccc3)CC2)nc2c1c(=O)n(C)c(=O)n2C	0	5
C/C(NC1CCCC1)=C(/C#N)C(N)=O	0	4
COC(=O)[C@H](C)NC(=O)NCc1ccc(F)cc1	-1	-10
COCCn1c(NCc2ccc(C)cc2)nc2c1c(=O)[nH]c(=O)n2C	0	8

An excerpt from above in order of the QS inhibitor value, low to high:
SMILES	QS inhibitor
Cc1noc(C)c1S(=O)(=O)NCCc1ccc(S(N)(=O)=O)cc1	-4
CCOC(=O)c1ccccc1NC(=O)CSc1nnc(Cc2cccn2C)n1-c1ccc(F)cc1	-3
CCc1cccc(NC(=O)CN(C)S(=O)(=O)c2cccc3nsnc23)c1	-2
COc1ccc(CNC(=O)c2ccc(NC(=O)C3CCCO3)cc2)cc1 (stereo unspecified)	0
Cc1cc(C(=O)COC(=O)C2COc3ccccc3O2)c(C)n1CC1CCCO1 (stereo unspecified)	1
COc1ccccc1N1CCN(CC(=O)Nc2cccc(F)c2)CC1	2
CC(=O)NCCn1c(SCC(=O)c2ccccc2)nc2ccccc2c1=O	3

The main list resumes with the two entries that preceded the break.
SMILES	QS inhibitor	QS inhibitor GFP MFI %
COC(=O)[C@H](C)NC(=O)NCc1ccc(F)cc1	-1	-10
COCCn1c(NCc2ccc(C)cc2)nc2c1c(=O)[nH]c(=O)n2C	0	8
Cc1noc(C(=O)NCc2ccco2)c1Cl	-5	-8
O=C1NC2=C(C(=O)c3ccccc32)C(c2ccccc2)N1 (stereo unspecified)	1	7
CC(C)(C)C(=O)CCN1C(=O)C2(OCCO2)c2ccccc21	-2	-22
CCOc1ccccc1Nc1ccc(C(=O)O)cc1NC(C)=O	-3	-5
O=C(CCn1c(=O)c2ccccc2n(Cc2cc(=O)n3ccccc3n2)c1=O)NCc1ccco1	-2	4
CC(=O)Nc1ccc(S(=O)(=O)N2CCN(c3cc(C)ccc3C)CC2)cc1	13	23
Cc1nn(-c2ccccc2)c(C)c1NC(=O)Cc1cccs1	2	17
C[C@H](NC(=O)NCc1cccs1)C(=O)O	0	-1
COC(=O)c1c(N2C(=O)CCC2=O)sc2c1CCCC2	-8	-24
CCc1cc(C(=O)OC)c(NC(=O)CCC(=O)O)s1	-5	-40
COCCN1Cc2cccc(C(=O)Nc3cc(C)cc(C)c3)c2C1=O	6	14
Cc1c(NC(=O)c2noc3c2CCc2ccccc2-3)c(=O)n(-c2ccccc2)n1C	-1	1
COc1cccc(-c2cc(C(F)(F)F)nc(N3CCN(c4ccccc4)CC3)n2)c1	3	17
CCCCOC(=O)c1cccc(NC(=O)CC)c1	0	-9
Cc1ccc2oc(=O)c3cnn(CC(=O)N4CCCCCC4)c3c2c1	3	20
CCOC(=O)N1CCN(C(=O)c2cn(CC)c3ccc(S(=O)(=O)N4CCCC4)cc3c2=O)CC1	-9	-27
COc1ccc(C(=O)N2CCN(c3c(C)cccc3C)CC2)cc1OC	6	17
CCOC(=O)N1CCN(C(=O)c2cn(C)c(=O)c3c2c2ccccc2n3C)CC1	-1	6

These rows are one share of the data, so the mix of outcomes need not match the whole.
